a7 integrin act: qHTS for Activators of Integrin-Mediated Alleviation for Muscular Dystrophy. alpha7betagal myoblasts, beta-gal FDG fluorescence, 48 h. Potency, µM (top dose mostly 38.3 µM), without a hit: at the top dose activation, most hits filed as activators. actives 0.064% (n = 350,000). AID 624291, 2012;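 note: potency is the fitted concentration of half-maximal effect; 100% = response of the positive control SU9516; nearly all actives have a fitted effect of over 60% in size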
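alpha7betagal+/- myoblasts (passage 13, 250/well) treated 48 h at 37C with compounds at 1:260 dilution of DMSO stock. Lysed, then beta-galactosidase activity read as FDG fluorescence (ex 480/em 540) after 30 min, with pre-read for autofluorescence.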
B2AR arrestin: qHTS assay of beta-arrestin-biased ligands of beta2-adrenergic receptor; Beta-2 adrenergic receptor (Homo sapiens), P07550; actives 0.02% (n = 330,000); AID 492947, 2010; Potency, µM (top dose mostly 46.1 µM), inactives show top-dose activation, actives largely listed as activators; beta-arrestin recruitment to beta2AR, cell-based reporter;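 note: potency is the fitted concentration of half-maximal effect; 0% = DMSO controls and full agonism = EC100 isoproterenol or metaproterenol; nearly all actives have a fitted effect of over 65% in size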
TSG101-PTAP inh: qHTS Assay for Iinhibitors of HIV-1 Budding by Blocking the Interaction of PTAP/TSG101. Tumor susceptibility gene 101 protein (Homo sapiens), Q99816. Fluorescence polarization, FITC-PTAP peptide / Tsg101 binding. Potency, µM (highest dose often 115 µM), inactives show top-dose activity change, negative = inhibition, most hits filed as inhibitors. 340,000 tested, under 10 active. AID 493005, 2010; active = well fitted inhibition curve with a large enough effect in the main read-out, with a control signal flat, not every such curve was filed as active; inconclusive = small, poorly fitted or top-dose-only effect, or effect the other way, or a change in a side signal; inactive = no such curve, though single readings can be large or run the other way; note: potency is the fitted concentration of half-maximal effect; % of control where 0% means no effect
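Compounds were pin-transferred onto Tsg101 binding domain (10 uM final) in HEPES pH 7.5 buffer, then FITC-PTAP peptide was added at 50 nM final. After 20 min at RT, polarization reported peptide displacement across a qHTS concentration series.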
Giardia kill: Small Molecules that selectively kill Giardia lamblia: qHTS; Giardia lamblia trophozoite viability; activity change, % at 7.66 µM, hits read low; actives 0.15% (n = 340,000); in the data active = activity change below about -80%; inconclusive = between about -30% and that limit;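 note: parasites exposed to compound for two days anaerobically before the ATP read; % is set by controls: 0 for no effect and ±100 for the full control effect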
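Viability, read as ATP luminescence: trophozoites at 100 cells/well, compound added, 48 hrs anaerobic at 37 deg C, then 15-30 min room-temperature development before reading.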
ASM inhibitor: Inhibitors of Secretory Acid Sphingomyelinase (S-ASM): qHTS; Sphingomyelin phosphodiesterase (Homo sapiens), P17405; placental ASM, HMU-PC fluorogenic substrate, 60 min; Potency, µM (doses to about 57.5 µM), for the others: at the highest dose activity change, negative = inhibition, actives largely listed as inhibitors; actives 0.006% (n = 340,000); note: potency is the fitted concentration of half-maximal effect
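Steps: dispense placental human ASM, pin compound, wait 10 min at room temperature, add HMU-PC0 substrate at 9 uM final, incubate 60 min at 37 °C, add stop solution raising pH to 10, read fluorescence.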
FBPA coupling cs: qHTS Assay for Inhibitors of Fructose-1,6-bisphosphate Aldolase from Giardia Lamblia: Coupling assay counterscreen. coupling enzyme system counterscreen, AmpLite Red fluorescence. activity change, negative = inhibition, % at 58.2 µM, hits read low. actives 0.67% (n = 290,000). AID 2472, 2010; in the data active = activity change below about -30%; note: % is set by controls: 0 for no effect and ±100 for the full control effect
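Fluorescence at 525 nm excitation and 598 nm emission measured inhibition of the coupled detection system without aldolase. Compounds (at 57.5 uM final) were preincubated 10 min at room temperature with coupling enzyme reagent before a 20 min substrate/AmpLite Red step.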
BCR signal inh: qHTS Assay to Find Inhibitors of Chronic Active B-Cell Receptor Signaling; ABC-DLBCL IkBa-CBG/CBR reporter, luminescence ratio, 4 h; Potency, µM (series often up to 46.1 µM), without a hit: top-dose ratio change, negative = lower green/red ratio, actives largely listed as inhibitors; actives 0.05% (n = 340,000); active = well fitted inhibition curve with a large enough effect in the signal ratio, with a control signal flat, not every such curve was filed as active; inconclusive = small, poorly fitted or top-dose-only effect, or effect the other way, or a change in a side signal; the % refers to the signal ratio;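 note: potency is the fitted concentration of half-maximal effect; plate controls were basal doxycycline-induced cells for no effect and cells given 10 µM MG132 for full effect; MG132 reads +100%, hits lower the ratio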
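TMD8 human ABC-DLBCL cells with doxycycline-inducible IκBα–green luciferase fusion and unfused red luciferase, in 0.5% FBS medium; compounds up to 46 uM, 4 h at 37C. Green/red luminescence ratio, filter-overlap corrected, fitted to concentration-response curves.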
Menin MLL FP TR: qHTS Assay for Inhibitors Targeting the Menin-MLL Interaction in MLL Related Leukemias: Competition With Texas Red Labeled MLL-derived Mutant Peptide; O00255; Menin + Texas Red MLL mutant peptide, fluorescence polarization; Potency, µM (series often up to 61.6 µM), inactives show at the highest dose FP activity change, negative = inhibition, hits mostly inhibitors; actives 0.23% (n = 270,000); active = well fitted inhibition curve with a large enough effect in the polarisation, with a control signal flat, not every such curve was filed as active; inconclusive = small, poorly fitted or top-dose-only effect, or effect the other way, or a change in a side signal; inactive = no such curve, though single readings can be large or run the other way; the % refers to the polarisation; note: potency is the fitted concentration of half-maximal effect; % of control where 0% means no effect; many of its hits are not listed in these tables
Tb PFK block: qHTS Assay to Find Inhibitors of T. brucei phosphofructokinase. ATP-dependent 6-phosphofructokinase (Trypanosoma brucei brucei), O15648. T. brucei PFK, ADP-Glo luminescence. Potency, µM (titrated, usually from 57.5 µM), without a hit: top-dose activity, negative = inhibition, most hits filed as inhibitors. actives 0.17% (n = 330,000);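 note: potency is the fitted concentration of half-maximal effect; 0% = uninhibited 1x PFK enzyme wells and -100% = no-enzyme wells; nearly all actives have a fitted effect of over 60% in size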
Target sequence (O15648 whole entry, looked up): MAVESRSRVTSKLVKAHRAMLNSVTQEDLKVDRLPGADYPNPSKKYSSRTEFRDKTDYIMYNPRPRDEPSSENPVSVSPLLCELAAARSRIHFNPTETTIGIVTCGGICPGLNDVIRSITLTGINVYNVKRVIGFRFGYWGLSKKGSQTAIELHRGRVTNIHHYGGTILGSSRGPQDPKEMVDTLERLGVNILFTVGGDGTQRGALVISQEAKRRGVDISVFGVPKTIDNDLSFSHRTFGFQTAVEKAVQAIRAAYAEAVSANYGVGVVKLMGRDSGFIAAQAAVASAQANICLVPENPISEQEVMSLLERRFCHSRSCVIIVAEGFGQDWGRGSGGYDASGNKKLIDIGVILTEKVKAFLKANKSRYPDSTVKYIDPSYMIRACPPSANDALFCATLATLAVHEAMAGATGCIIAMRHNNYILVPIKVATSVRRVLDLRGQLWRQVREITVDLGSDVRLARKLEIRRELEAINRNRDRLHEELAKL
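In TEA buffer at pH 8.0 with 5 mM MgCl2, enzyme (1.25 nM) converted F6P (0.5 mM) and ATP (0.1 mM) for 45 min at room temperature. ADP product was read by luciferase luminescence.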
PKM2 activator: qHTS Assay for Activators of Human Muscle isoform 2 Pyruvate Kinase. Pyruvate kinase PKM (Homo sapiens), P14618. purified PKM2, Kinase-Glo ATP luminescence, activation; response scale: 0% is enzyme alone, no compound. Potency, µM (highest dose often 57.5 µM), inactives show top-dose activation, hits mostly activators. actives 0.34% (n = 260,000). AID 1631, 2009; note: potency is the fitted concentration of half-maximal effect; % is set by controls: 0 for no effect and ±100 for the full control effect; nearly all actives have a fitted effect of over 55% in size
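ATP formation by purified human PK-M2, quantified via coupled luciferase luminescence after 1 h at room temperature with 0.1 mM ADP and 0.5 mM PEP final.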
GALK inhibitor: qHTS Assay for Inhibitors of Human Galactokinase (GALK); Purified GALK, Kinase-Glo residual ATP luminescence; Potency, µM (doses to about 57.5 µM), without a hit: at the highest dose activity change, negative = inhibition, usual class: inhibitors; actives 0.007% (n = 270,000); AID 1868, 2009; note: potency is the fitted concentration of half-maximal effect; % is set by controls: 0 for no effect and ±100 for the full control effect
Target sequence (P51570 whole entry, looked up): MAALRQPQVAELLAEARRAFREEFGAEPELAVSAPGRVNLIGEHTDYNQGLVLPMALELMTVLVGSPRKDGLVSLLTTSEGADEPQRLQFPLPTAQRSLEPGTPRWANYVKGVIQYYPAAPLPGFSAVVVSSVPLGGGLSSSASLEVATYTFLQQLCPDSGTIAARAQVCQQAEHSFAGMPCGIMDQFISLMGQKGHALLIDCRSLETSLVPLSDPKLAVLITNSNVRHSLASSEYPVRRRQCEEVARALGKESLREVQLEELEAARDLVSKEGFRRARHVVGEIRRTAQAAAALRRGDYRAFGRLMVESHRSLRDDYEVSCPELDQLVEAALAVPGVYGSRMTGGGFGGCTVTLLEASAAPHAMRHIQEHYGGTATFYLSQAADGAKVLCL
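Human GALK (5 nM) with 35 uM ATP and 100 uM galactose in 20 mM HEPES pH 8.0, 5 mM MgCl2, 60 mM NaCl, 1 mM DTT, 0.01% BSA. After 1 h at room temperature, leftover ATP was read by Kinase-Glo Plus luminescence.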
* = called active by the depositor; ? = inconclusive; . = not tested or not shown; [ ] = dose if it differs, or a comment. Unless noted, calls come from the whole dose curve; as a rule, active = well fitted curve in the direction sought with a large enough effect; inconclusive = small, poorly fitted or top-dose-only effect, or another doubt; inactive = no such curve, though single readings can be large; an effect the other way counts as inactive or inconclusive. An excerpt; rates above refer to the full screens.

The line under a structure holds: TSG101-PTAP inh | B2AR arrestin | a7 integrin act | PKM2 activator | Tb PFK block | ASM inhibitor | Menin MLL FP TR | GALK inhibitor | FBPA coupling cs | Giardia kill | BCR signal inh
- CN(Cc1ccccc1)C(=O)Cn1nc(C(F)(F)F)c2c1CCC2
    -6% | . | -10% | -1% | . | 0% | -16% | 6% | 2 | -20 | .
- Cc1cc(-c2cccc([N+](=O)[O-])c2)nc2ccc3ccccc3c12
    . | -0.3% | 16% | 0% | 0% | -7% | 26% | 0% | 3 | -8 | -8%
- CC(=O)c1cc(CC=C(C)C)c(O)cc1O
    -4% | 0.2% | 1% | -6% | 4% | -13% | 0% | . | 0 | 0 | ?
- C/C(=N\Nc1ccc(S(=O)(=O)N2CCCCC2)cn1)c1ccc(O)cc1
    -2% | 0.3% | -15% | . | -1% | -5% | . | . | . | -5 | -9%
- CC(=O)NCCOC(=O)c1nn(Cc2ccccc2)c(=O)c2ccccc12
    -4% | -0.2% | -5% | 1% | 1% | -1% | -9% | -1% | 1 | 9 | -12%
- Cc1cc(C)cc(N=Cc2c(O)c3ccccc3oc2=O)c1
    1% | -0.2% | 2% | 0% | -1% | 34%[activator] | 2% | 0% | -2 | 5 | ?
- C/C(=N\NC(=O)CCCCCNC(=O)c1ccccc1)c1ccccc1O
    -1% | 1.7% | -35% | 3% | 0% | 2% | -4% | 0% | 0 | -12 | -2%
- Nc1ccc(C(=O)O)cc1[N+](=O)[O-]
    -2% | 0.0% | -46%[inhibitor] | -8% | 4% | -4% | -3% | -1% | 0 | 5 | 5%
- CCOc1ccc(CC(=O)N2CCN=C2SC)cc1
    -2% | -0.1% | -18% | 4% | 0% | 1% | 19% | 1% | 2 | 10 | -1%
- CC1CCN(Cc2nnnn2CCCC(=O)N(C)C2CCOC2)CC1 (stereo not drawn)
    -1% | 0.0% | -11% | -5% | -2% | 3% | 17% | -1% | -2 | -6 | 3%

Looked up above:
`C/C(=N\NC(=O)CCCCCNC(=O)c1ccccc1)c1ccccc1O` – TSG101-PTAP inh: -1%
`Nc1ccc(C(=O)O)cc1[N+](=O)[O-]` – PKM2 activator: -8%

The list continues:
The line under a structure holds: TSG101-PTAP inh | B2AR arrestin | a7 integrin act | PKM2 activator | Tb PFK block | ASM inhibitor | Menin MLL FP TR | GALK inhibitor | FBPA coupling cs | Giardia kill | BCR signal inh
- Oc1cc2ccccc2cc1-c1nnc2n1-c1ccccc1SC2
    -6% | 0.1% | 2% | 4% | 2% | 0% | 5% | -1% | 2 | 6 | 1%
- CC(C)C12CN3CC(C(C)C)(CN(C1)C3(C)C)C2=O
    8% | 0.0% | -13% | 3% | -7% | 0% | -13% | 11% | -7 | -10 | 0%
- O=C(CP(=O)(c1ccccc1)c1ccccc1)N/N=C/c1cc(Br)cc(Br)c1O
    -3% | -0.2% | -1% | 0% | 2% | 370%[activator] | 20% | 0% | 2 | 10 | 0%
- COc1cccc(NC(=O)CN(C)C(=O)CCSc2ccc(C)cc2)c1
    -4% | 0.4% | -23% | . | -10% | -2% | . | . | . | -8 | -3%
- COc1ccc(C2CC(c3ccc(F)cc3)=NN2c2ccccc2)cc1OC (stereo not drawn)
    13% | -0.9% | -35% | 0% | 3% | . | 14% | 0% | -3 | 1 | -1%
- O=C(C[n+]1cccc(CNC(=O)c2ccc(OC(F)F)cc2)c1)Nc1ccccc1Cl
    5% | 0.1% | 22% | -3% | 0% | -4% | -14% | 1% | 0 | -5 | 0%
- CCC(CC)NC(=O)COC(=O)c1ccc(OCc2ccc(C(C)=O)cc2OC)c(OC)c1
    2% | 0.0% | 16% | -1% | -7% | 0% | -1% | 1% | 4 | -3 | ?
- Cc1ccc(NC(=O)C(C)N2C(=O)c3ccccc3C2=O)cc1C (stereo not drawn)
    4% | 0.0% | -18% | 0%[11.5 µM] | -11% | 2% | 5% | 8% | 1 | -13 | 2%
- Cc1cccc(C)c1NC(=O)NC1CC2CCC(C1)N2Cc1cccs1 (stereo not drawn)
    -9% | -0.2% | 12% | -3% | 3% | 3% | ? | 1% | 0 | -7 | ?
- O=C(CCn1c(=S)[nH]c2cc3c(cc2c1=O)OCO3)NCc1cccc(Cl)c1
    1% | 0.2% | ? | . | -3% | -1% | . | -2% | . | 0 | 2%
- CCN(CC)CCn1c(=N)n(CC(O)c2ccco2)c2ccccc21 (stereo not drawn)
    5% | 8.3% | -14% | 0% | 1% | -1% | ? | . | 0 | -20 | -5%
- Cc1ccc(CN(c2ccc(C(=O)NCc3ccccn3)cc2)S(C)(=O)=O)cc1
    -2% | -0.3% | 14% | -4% | -1% | 3% | -1% | -3% | 5 | -3 | -9%
- Cc1ccc(S(=O)(=O)N[C@@H](Cc2ccccc2)C(=O)N2CCC[C@@H]2C(=O)O)cc1
    1% | 0.3% | ? | . | 1% | 5% | ? | -1% | 0 | -6 | ?
- CCOc1ccccc1C1C(C(=O)OC)=C(N)OC2=C1C(=O)CCC2 (stereo not drawn)
    -1% | -0.1% | 6% | 3% | 3% | 13% | 0% | 1% | 1 | -1 | 8%
- COc1ccccc1N1CCN(S(=O)(=O)c2cc3[nH]c(=O)c(=O)[nH]c3cc2C)CC1
    1% | 0.0% | 42% | . | -12% | -3% | . | 4% | . | 3 | -6%
- CC(=O)COc1ccc2c(-c3ccccc3)cc(=O)oc2c1
    0% | -0.7% | 6% | 0% | 0% | 7% | -3% | 1% | 1 | 31[activator] | -3%
- CCOc1ccc(N(CC(=O)Nc2ccccc2Cl)S(C)(=O)=O)cc1
    -6% | 0.8% | 0% | 1% | 1% | 2% | 6% | -2% | 0 | -8 | 1%
- CC(C)CCN1CC(C(=O)NCc2ccc(F)cc2)CC1=O (stereo not drawn)
    0% | 0.0% | 2% | -7% | -9% | -1% | -1% | 0% | 0 | 2 | 2%
- O=C(C1=C[C@@H](C2CC2)C[C@@H](OCc2ccc(CO)cc2)O1)N1CCN(Cc2ccccc2)CC1
    -2% | 0.1% | 2% | -2% | 2% | -1% | ? | -1% | 0 | 9 | -8%
- O=C(CCCC(=O)OCC(=O)c1cccs1)Nc1ccc(F)cc1
    0% | -0.3% | 0% | 26% | -1% | 5% | 15% | -1% | 0 | 6 | 3%
- CCOC(=O)c1ccc(NC(=O)c2ccc(NC(=O)c3ccccc3)cc2)cc1
    -2% | -0.1% | 4% | 4% | -2% | 0% | 0% | 2% | -10 | -5 | -21%
- Cc1cc(NC(=O)c2cccs2)ncc1NC(=O)C(C)(C)C
    0% | -1.1% | 43% | 8% | -3% | 2% | -1% | 8% | 1 | -24 | 6%
- O=C(O)CCC(=O)N1CCC(n2nnc3cc(C(F)(F)F)ccc32)CC1
    0% | -0.3% | 16% | -1% | 0% | -1% | . | 4% | -1 | 15 | 6%
- CC(Cc1cnccn1)NC(=O)c1cc(COc2ccc(F)cc2F)on1 (stereo not drawn)
    -4% | 0.0% | 21% | -1% | 3% | 3% | -7% | -1% | 1 | 11 | -9%
- CCc1c(C)nc(SCC(=O)N2C(C)CCCC2C)[nH]c1=O (stereo not drawn)
    -3% | 0.2% | 14% | -2% | -3% | -1% | -26% | 0% | 1 | -4 | 5%
- Cc1cc(=O)[nH]c(S/C=C/c2ccccc2)n1
    -9% | 0.0% | 0% | -20% | 12% | 1% | 13% | -2% | 9 | 2 | ?

Compound activity deposited in PubChem BioAssay by National Center for Advancing Translational Sciences (NCATS).
